TTR transcr act – increases transthyretin transcription | activation, % at 16.7 µM | hit rate 1.3% among 92,000 | SH-SY5Y TTR promoter Gaussia luciferase, luminescence; 100% = recombinant luciferase protein wells | AID 1117267;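 active = activation above the mean of all tested compounds plus 3 SD, cut at about 9.5% in these data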;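 note: cells exposed to compounds for one day before reading; 0% = median of all test compound wells on the plate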
* hit, by the source's call. An excerpt. The share of hits here may be higher or lower than overall.

Cc1cccc(C)c1NC(=O)C(c1cccc2ccccc12)n1c(=O)c(-c2ccco2)nc2ccccc21 (configuration not stated) was read as TTR transcr act -2.5.
`O=C1CN(C(=O)CSc2ccccn2)c2ccccc2N1` gave TTR transcr act -0.4.
Screening COc1ccc(/C=C2\C(=O)ON=C2c2cccc([N+](=O)[O-])c2)cc1 returned TTR transcr act 0.7.
For Cc1ccc(NC(=S)NNC(=O)c2cccc([N+](=O)[O-])c2)cc1Cl the results were TTR transcr act 0.9.
For CC(C)C(=O)NCCc1nc(-c2ccccc2Cl)no1 the results were TTR transcr act 4.0.
`Cc1ccccc1Nc1nc(N)nc(COC(=O)c2ccc([N+](=O)[O-])o2)n1` gave TTR transcr act -0.4.
Screening Cc1nn(Cc2ccc(F)cc2)c(C)c1NC(=O)c1noc2c1CCc1ccccc1-2 returned TTR transcr act -1.4.
CCc1ccc(Nc2nnc(SCC(=O)NCCN3C(=O)CSC3=O)s2)cc1 was read as TTR transcr act -1.1.
Screening N#C/C(=C\c1cccn1-c1ccccc1)C(=O)NC1CCCCC1 returned TTR transcr act -2.7.
Screening CC(=O)Nc1nc2c(s1)C(=O)NCC(C)(C)C2 returned TTR transcr act 0.1.
Screening CN(C)C(=O)CSc1cnc2ccccc2n1 returned TTR transcr act -0.9.
Screening CCNC(=O)CSc1nc2cc([N+](=O)[O-])ccc2n1-c1cccc(C(F)(F)F)c1 returned TTR transcr act 0.9.
CCOc1ccc2nc(NC(=O)c3ccc(OCC4CCCO4)cc3)sc2c1 (configuration not stated) was read as TTR transcr act -5.8.
`NCCCn1c(C(=O)c2cc(Cl)c(N)c(Cl)c2)c2ccc([N+](=O)[O-])cc2[n+]1[O-]` gave TTR transcr act -4.9.
`CN(c1cccc(NC(=O)c2ccc(Cl)c(S(=O)(=O)Nc3ccccc3)c2)c1)S(C)(=O)=O` gave TTR transcr act -1.1.
`O=C(C[C@@H]1C/C=C\CCC(=O)OC[C@@H]2CCCN2C1=O)N[C@@H](CO)Cc1ccccc1` gave TTR transcr act -2.3.
`Cc1nn(C)cc1CNC(=O)c1cccc(F)c1` gave TTR transcr act -0.4.
CCN(CC)C1Oc2cc3c(cc2C(c2cc(OC)c(O)c(OC)c2)C1C)OCO3 (configuration not stated) was read as TTR transcr act -2.2.
CC[C@@H](C)[C@@H](CO)NC(=O)[C@H]1O[C@@H](n2cnc3c(N)ncnc32)[C@H](O)[C@@H]1O was read as TTR transcr act -0.4.
Screening COc1cccc(CSc2nnc(-c3ccco3)n2C)c1 returned TTR transcr act -0.2.
For C[C@H](CO)N1C[C@H](C)[C@@H](CN(C)C(=O)Nc2ccccc2)Oc2cc(Br)ccc2S1(=O)=O the results were TTR transcr act 2.7.
CCOC(=O)C1=C(C)NC(=O)NC1c1ccc(F)cc1 (configuration not stated) was read as TTR transcr act -0.3.
c1ccc(-c2ccc(CNc3nc(-c4ccccn4)nnc3-c3ccccc3)cc2)cc1 was read as TTR transcr act -3.6.
For O=C(N/N=C/C(Br)=C/c1ccccc1)c1cccnc1 the results were TTR transcr act -1.8.
Screening N=C1C(c2nc3ccccc3s2)=C(O)CN1c1ccccc1 returned TTR transcr act 2.4.
Screening Cn1cc(CNCc2ccccc2OCC(O)CN2CCc3ccccc3C2)cn1 (configuration not stated) returned TTR transcr act 4.5.
Screening Cc1cc(=O)oc2c3c(cc(OCC(=O)NCCN4CCOCC4)c12)OC(C)(C)CC3 returned TTR transcr act -0.1.
`COc1cc(OC)c(OC)cc1/C=N/Nc1nc2ccccc2[nH]1` gave TTR transcr act -1.2.
Cc1ccc(S(=O)(=O)N2CCN(CC(=O)NC(=O)NCc3ccccc3)CC2)cc1C was read as TTR transcr act 0.4.
For COc1ccc(S(=O)(=O)N(CC(=O)NN=C2CCN(C)CC2)c2cc(Cl)ccc2OC)cc1OC the results were TTR transcr act -0.7.
Screening O=C(CN1CCN(c2ccc(F)cc2)CC1)Nc1ccccc1[N+](=O)[O-] returned TTR transcr act 0.7.
For O=C(CCN1CCN(CC(=O)Nc2ccccc2Cl)CC1)Nc1ccccc1F the results were TTR transcr act 2.5.
Cc1nc(-c2ccccn2)nc(SCC(=O)c2ccccc2)c1Cl was read as TTR transcr act 0.9.
`CC1(c2nnnn2Cc2ccccc2)CCC(=O)N1CCOc1ccccc1` (configuration not stated) gave TTR transcr act 2.6.
`Cc1ccccc1OCC(=O)NC(Cc1c[nH]c2ccccc12)C(=O)O` (configuration not stated) gave TTR transcr act -1.0.
Screening Cc1cc(C)c(S(=O)(=O)n2c([N+](=O)[O-])cnc2C)c(C)c1 returned TTR transcr act -0.1.
`O=C(O)c1nc(-c2ccccc2)n(-c2cccc(C(F)(F)F)c2)n1` gave TTR transcr act 3.3.
`COc1cccc2cc(C(=O)Nc3ccc(S(=O)(=O)NCC4CCCO4)cc3)c(=O)oc12` (configuration not stated) gave TTR transcr act -0.2.
For COc1ccc(N(CC(=O)NCc2cccs2)S(=O)(=O)c2ccc(F)cc2)cc1 the results were TTR transcr act -0.5.
For CC12CCC(C(=O)N/N=C/c3ccc(O)cc3O)(OC1=O)C2(C)C (configuration not stated) the results were TTR transcr act 0.4.
Cc1ccc(-c2nnc(Nc3ccc(CC(N)=O)cc3)c3ccccc23)cc1S(=O)(=O)NCC1CCCO1 (configuration not stated) was read as TTR transcr act 0.2.
CC(C)CN1C(=O)C(=O)N(CC(=O)c2ccc3c(c2)OCO3)C1=O was read as TTR transcr act 1.1.
`N#Cc1cccc(NC(=O)CCc2ccc(S(=O)(=O)N3CCOCC3)cc2)c1` gave TTR transcr act 1.1.
`CCC(=O)c1ccc(OCC(=O)OCC(=O)c2cc(C)n(C)c2C)cc1` gave TTR transcr act -1.1.
For Cc1cc(C)n(C(=O)COc2c(C)cccc2C)n1 the results were TTR transcr act -0.9.
Screening C/C(=N/NC(=O)CN1CCN(Cc2ccccc2Cl)CC1)c1ccco1 returned TTR transcr act -1.0.
`CNCCCOc1cccc(OC(C)C)c1` gave TTR transcr act -1.3.
CCOc1c(Br)cc(/C=C2\N=C(C)OC2=O)cc1Br was read as TTR transcr act 1.4.
Screening Cc1ccc(NC(=O)CSC2=C(C#N)C(c3ccco3)C3=C(CCCC3=O)N2)cc1 (configuration not stated) returned TTR transcr act 0.3.
Screening COc1cccc(CNC(=O)CCS(=O)(=O)c2ccccc2Cl)c1 returned TTR transcr act 1.9.
CN(Cc1nc(-c2ccncc2)no1)S(=O)(=O)c1ccc(Cl)cc1 was read as TTR transcr act -0.7.
COc1ccc(CNC(=O)[C@@H](Cc2ccccc2)NC(=O)CC[C@H]2O[C@@H](n3ccc(=O)[nH]c3=O)[C@H](O)[C@@H]2O)cc1 was read as TTR transcr act 1.9.
For Cc1[nH]n(-c2ncc(-c3ccccc3)s2)c(=O)c1C(c1ccc(Cl)cc1)C(C#N)C#N (configuration not stated) the results were TTR transcr act -1.6.
For Cc1ccc[n+](CC(=O)Nc2ccc(Cl)c([N+](=O)[O-])c2)c1 the results were TTR transcr act 0.0.
For Cn1c(=O)c2sccc2n2c(CCCC(=O)NCc3cccnc3)nnc12 the results were TTR transcr act -0.8.
`COc1ccc(/C(N)=N/OC(=O)CCc2ccccc2)cc1OC` gave TTR transcr act 1.7.
CCc1ccc(S(=O)(=O)/N=C2\C=C(Nc3cccc(C(=O)O)c3)C(=O)c3ccccc32)cc1 was read as TTR transcr act -5.9.
Screening O=c1cc(-c2ccc3c(c2)OCO3)oc2ccccc12 returned TTR transcr act 0.6.
For CC(=O)OCC1=C(C(=O)O)N2C(=O)C(NC(=O)c3ccc(COc4cccc(Cl)c4Cl)o3)C2SC1 (configuration not stated) the results were TTR transcr act -0.9.
Screening COc1ccc(CCNC(=O)c2cccc(C(=O)NCCc3ccc(OC)cc3)n2)cc1 returned TTR transcr act -1.0.
`Cc1cccc([C@@H](NC(=O)OC(C)(C)C)C(=O)OC(C)(C)C)c1` gave TTR transcr act 6.9.
`Cn1c(CCNC(=O)c2ccc(F)cc2)nc2ccccc21` gave TTR transcr act 1.7.
Screening CCOC(=O)C1=CN(Cc2cccc(-c3ccc4c(c3)OCO4)c2)S(=O)(=O)N(C)C1C (configuration not stated) returned TTR transcr act 0.7.
Screening CCCCN=c1sc(C(=O)OC)cc(=O)n1CCCC returned TTR transcr act 0.3.
Cc1ccc(NC(=O)OC2CC3CC2[C@H]2CCCCN2[C@H]3Cc2ccccc2)cc1 (some centres not stated) was read as TTR transcr act 0.2.
Screening Cc1cccc(-c2nnc(SCC(=O)N3c4ccccc4CCc4ccccc43)n2C)c1 returned TTR transcr act -0.6.
`Cc1ncccc1C(=O)N1CCCC(C(=O)c2ccc3c4c(cccc24)CC3)C1` (configuration not stated) gave TTR transcr act -1.6.
For Cc1ccc(N2OC3C(=O)NC(=O)C3C2c2ccco2)cc1 (configuration not stated) the results were TTR transcr act 2.3.
`CCn1nc(NS(=O)(=O)c2ccccc2)c2cc3ccc(C)cc3nc21` gave TTR transcr act -2.2.
Screening COC(=O)[C@H](C)[C@@H]1C[C@@]1(C)[C@@H](NC(=O)OCc1ccccc1)c1ccccc1 returned TTR transcr act 4.6.
Screening Cc1cccc(C(=O)NC(NCCc2ccccc2)C(Cl)(Cl)Cl)c1 (configuration not stated) returned TTR transcr act 1.3.
For COc1ccc(OCC(=O)Nc2cccc(-c3nc4ccccc4o3)c2)cc1 the results were TTR transcr act -2.2.
CCOC(=O)C1(Cc2ccccc2C)CCCN(C(=O)CN2CCCCC2=O)C1 (configuration not stated) was read as TTR transcr act 0.7.
Screening CC(=O)OC(C)[C@H]1CC[C@H]2[C@@H]3CC[C@H]4C[C@@H](OC(C)=O)CC[C@]4(C)C3=CC[C@]12C (some centres not stated) returned TTR transcr act -2.4.
For O=C(N/C(=C/c1ccco1)C(=O)N1CCc2ccccc21)c1ccco1 the results were TTR transcr act 6.3.
CCC(C)Sc1ccc([C@H]2N[C@@](CC(C)C)(C(=O)OC)[C@H]3C(=O)N(CC)C(=O)[C@@H]23)cc1 (some centres not stated) was read as TTR transcr act 2.7.
For Cc1ccc(-c2nc3cc(C)c(Br)c(C)n3c2Cc2cccc(F)c2)cc1 the results were TTR transcr act 0.0.
`CCOc1ccc(-c2nnc(Nc3ccc(OC)c(C(=O)N4CCCCC4)c3)c3ccccc23)cc1` gave TTR transcr act -2.8.
CCCCn1c2ccccc2c2nnc(SCCN3CCCCC3)nc21 was read as TTR transcr act 2.2.
`CCc1ccc(Nc2n[n+](-c3ccccc3)c(-c3ccc(OCc4ccccc4)cc3)s2)cc1` gave TTR transcr act -11.
For Cc1cc(C(=O)COC(=O)CC2Sc3ccccc3NC2=O)c(C)n1-c1ccc2c(c1)OCO2 (configuration not stated) the results were TTR transcr act 0.7.
For COC(=O)COc1ccc(/C=C2/SC(=O)N(CC(=O)N3CCCC3)C2=O)cc1Br the results were TTR transcr act -1.9.
`CC(C)(C)S(=O)N1Cc2ccc(CO)cc2[C@H]1CCO` (some centres not stated) gave TTR transcr act 2.8.
`Oc1cccc(C2c3[nH]c4ccccc4c3CCN2Cc2ccoc2)c1` (configuration not stated) gave TTR transcr act -1.0.
COCCNC(=O)c1onc(CSc2ccc(F)c(F)c2)c1C(=O)NCCOC was read as TTR transcr act 9.3.
For O=C(COC(=O)[C@H](Cc1ccccc1)NC(=O)c1ccco1)Nc1ccccc1 the results were TTR transcr act -1.4.
`Cc1cc(C)nc(Nc2n[nH]c(-c3ccccc3Cl)n2)n1` gave TTR transcr act -1.5.
`NC(=O)c1ccccc1NC(=O)N1CCOCC1` gave TTR transcr act 0.9.
Cc1ccc(SCC(=O)N/N=C/c2ccco2)cc1 was read as TTR transcr act -0.5.
O=S(=O)(c1ccc(Br)cc1)c1cnc2ccccc2n1 was read as TTR transcr act 2.4.
CCC(O)CNc1nc(SC)nc2sc3c(c12)CCN(C)C3 (configuration not stated) was read as TTR transcr act 1.0.
`Cc1ccc(C(=O)O)cc1N1CCCC1=O` gave TTR transcr act 0.6.

By substructure, the compounds so far with an aryl methoxy group (13)
Screening COc1ccc(/C=C2\C(=O)ON=C2c2cccc([N+](=O)[O-])c2)cc1 returned TTR transcr act 0.7.
CCN(CC)C1Oc2cc3c(cc2C(c2cc(OC)c(O)c(OC)c2)C1C)OCO3 (configuration not stated) was read as TTR transcr act -2.2.
Screening COc1cccc(CSc2nnc(-c3ccco3)n2C)c1 returned TTR transcr act -0.2.
`COc1cc(OC)c(OC)cc1/C=N/Nc1nc2ccccc2[nH]1` gave TTR transcr act -1.2.
For COc1ccc(S(=O)(=O)N(CC(=O)NN=C2CCN(C)CC2)c2cc(Cl)ccc2OC)cc1OC the results were TTR transcr act -0.7.
`COc1cccc2cc(C(=O)Nc3ccc(S(=O)(=O)NCC4CCCO4)cc3)c(=O)oc12` (configuration not stated) gave TTR transcr act -0.2.
For COc1ccc(N(CC(=O)NCc2cccs2)S(=O)(=O)c2ccc(F)cc2)cc1 the results were TTR transcr act -0.5.
Screening COc1cccc(CNC(=O)CCS(=O)(=O)c2ccccc2Cl)c1 returned TTR transcr act 1.9.
COc1ccc(CNC(=O)[C@@H](Cc2ccccc2)NC(=O)CC[C@H]2O[C@@H](n3ccc(=O)[nH]c3=O)[C@H](O)[C@@H]2O)cc1 was read as TTR transcr act 1.9.
`COc1ccc(/C(N)=N/OC(=O)CCc2ccccc2)cc1OC` gave TTR transcr act 1.7.
Screening COc1ccc(CCNC(=O)c2cccc(C(=O)NCCc3ccc(OC)cc3)n2)cc1 returned TTR transcr act -1.0.
For COc1ccc(OCC(=O)Nc2cccc(-c3nc4ccccc4o3)c2)cc1 the results were TTR transcr act -2.2.
`CCOc1ccc(-c2nnc(Nc3ccc(OC)c(C(=O)N4CCCCC4)c3)c3ccccc23)cc1` gave TTR transcr act -2.8.

Assay outcomes from PubChem BioAssay.
